LMPTP block = blocks human LMPTP phosphatase. 360,000 compounds, 0.22% hits. AID 651560. P24666. inhibition, % at 20 µM. recombinant LMPTP-A, OMFP fluorogenic substrate, fluorescence intensity;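 active = compounds that cut the enzyme signal by at least half of the control window in the single-dose screen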;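 note: plate controls were DMSO wells with enzyme plus substrate for no effect and substrate without enzyme for full effect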
Target sequence (P24666 whole entry, looked up): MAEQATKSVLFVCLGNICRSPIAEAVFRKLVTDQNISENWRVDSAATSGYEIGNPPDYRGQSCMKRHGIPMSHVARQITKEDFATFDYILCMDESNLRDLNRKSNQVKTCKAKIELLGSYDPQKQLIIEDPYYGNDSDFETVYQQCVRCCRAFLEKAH
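Assay system: LMPTP-A, protein tyrosine phosphatase of low molecular weight / Medium: pH 6.0 Bis-Tris buffer with DTT and Triton X-100 / Schedule: 50 min enzyme reaction at room temperature, protected from light / Measured by: endpoint fluorescence intensity from OMFP dephosphorylation / Read-out basis: % inhibition relative to no-enzyme and uninhibited control wells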
Scp-1 inhibitor = blocks human Scp-1 phosphatase activity | Q9GZU7 | Recombinant Scp1, phosphopeptide, malachite green phosphate absorbance | inhibition, % at 20 µM | 340,000 compounds, 0.88% hits | AID 493091;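 active = inhibition above about 50% at 20 µM, limit read from the data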;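 note: plate controls were DMSO wells with enzyme for no effect and wells lacking enzyme for full effect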
Target sequence (Q9GZU7 76-261 limits assumed): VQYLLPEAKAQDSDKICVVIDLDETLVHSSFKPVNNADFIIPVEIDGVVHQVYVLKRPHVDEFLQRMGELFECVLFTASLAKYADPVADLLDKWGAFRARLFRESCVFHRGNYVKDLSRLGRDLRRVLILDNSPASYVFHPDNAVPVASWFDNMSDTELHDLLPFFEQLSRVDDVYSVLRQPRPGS
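System: SCP-1 catalytic domain; Reagent: Phospho 17-mer peptide substrate; Doses: one concentration, 20 µM, with 1.0% DMSO; Incubation: 45 min room-temperature reaction, 5 min colour, 30 min stabiliser; Signal: Phosphate-binding colour reagent, absorbance read at 630 nm.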
NadD block = blocks S. aureus nicotinate mononucleotide adenylyltransferase; purified NadD enzyme, colorimetric absorbance read-out; inhibition, % at 20 µM; 360,000 compounds, 0.78% hits; in the data active = inhibition above about 26%; note: some compounds past the cut are filed as inactive
Rpn11 inh = Rpn11 (human) deubiquitinase inhibition | human 26S proteasome, Ub4-pepOG fluorescence polarization; 20S core pre-blocked with epoxomicin | calls only at 20 µM | O00487 | 360,000 compounds, 0.59% hits;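 active = inhibition at 20 µM, scaled to each plate's controls, above about 33%, limit read from the data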
Target sequence (O00487 whole entry, looked up): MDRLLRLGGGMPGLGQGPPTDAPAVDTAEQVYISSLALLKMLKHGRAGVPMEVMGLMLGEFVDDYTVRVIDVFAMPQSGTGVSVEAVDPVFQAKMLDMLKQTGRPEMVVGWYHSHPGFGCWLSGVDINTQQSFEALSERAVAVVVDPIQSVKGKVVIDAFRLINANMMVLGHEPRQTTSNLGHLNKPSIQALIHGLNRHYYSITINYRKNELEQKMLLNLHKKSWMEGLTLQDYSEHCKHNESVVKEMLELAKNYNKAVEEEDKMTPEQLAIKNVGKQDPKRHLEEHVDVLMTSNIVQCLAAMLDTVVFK
SKN-1 inh = C. elegans SKN-1 inhibition | C. elegans VP596 Pgst-4::GFP/RFP ratio, acrylamide-induced, 24 h | inhibition, % at 21.8 µM | 360,000 compounds, 0.49% hits | AID 624304;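 active = interference check ratio from 0.5 to 1.5 plus GFP to RFP signal ratio inhibition reaching or exceeding a fixed threshold, cut at about 30% in these data, passing the limit was not always enough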; note: some compounds called inactive have numbers as strong as hits
CendR NRP1 mod = alters CendR peptide binding to human NRP-1. 360,000 compounds, 0.85% hits. AID 602438. inhibition, % at 25 µM. FAM-RPARPAR peptide binding to NRP-1, fluorescence polarization. O14786;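 active = inhibition or corrected inhibition above about 18%, plus a signal ratio from 0.5 to 1.5, limit read from the data, passing the limit was not always enough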; note: strong numbers were not always called active
STEP inh = STEP (human) phosphatase inhibition | P54829 | recombinant STEP, OMFP fluorogenic substrate, fluorescence | inhibition, % at 20 µM | 360,000 compounds, 0.25% hits;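 active = inhibition at 20 µM, scaled per plate between control wells, above about 37%, limit read from the data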;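 note: 0% = DMSO with enzyme and substrate and 100% = substrate only without enzyme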
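medium = Bis-Tris buffer pH 6.0, 2.5 mM DTT, 0.005% Tween 20 | test system = STEP (striatal-enriched tyrosine phosphatase) enzyme, cell-free | measure = normalized % inhibition | compound dosing = 20 µM, 1% DMSO | also added = 25 µM OMFP | schedule = reaction 20 min, ambient temperature | measured by = fluorescence read at 480 nm ex / 540 nm em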
DNMT1 block = inhibitors of human DNMT1; DNMT1 molecular beacon, Hinp1I cleavage, fluorescence; 360,000 compounds, 0.83% hits; P26358; inhibition (reported as % activation of signal), % at 10 µM; in the data active = inhibition above about 50%
MT1-MMP act inh = inhibitors of human MT1-MMP activation; P50281; HT1080 RFP-PRO-GFP cells, GFP/RFP ratio fluorescence, overnight; percent of plate control window, DMSO zero; GFP/RFP ratio change, % at 20 µM; 360,000 compounds, 0.061% hits; AID 651647;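 active = GFP/RFP ratio change of at least 30% with cell ATP level not reduced by more than half and red fluorescence within 50% of control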; note: strong numbers were not always called active
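Assay system: HT1080 RFP-PRO-GFP cells. Benchmarks: DMSO vehicle wells and RFP-L50D-GFP reporter cell wells. Times: overnight cell settling, then overnight compound exposure, 37 °C, 5% CO2. Compound: 20 µM single dose, 1% DMSO. Read-out basis: GFP/RFP fluorescence ratio.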
SUMO1 PPI mod = alters human SUMO1 binding to SIM partners; P63165; SUMO1 binding to a labelled peptide, TR-FRET, 1 h; inhibition, % at 20 µM; 360,000 compounds, 0.33% hits; in the data active = inhibition above about 37%
Target sequence (P63165 whole entry, looked up): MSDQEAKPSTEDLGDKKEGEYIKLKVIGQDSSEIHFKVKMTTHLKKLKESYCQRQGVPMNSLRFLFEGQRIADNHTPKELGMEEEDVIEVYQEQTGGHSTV
The depositor's hits bear a star; i = inactive; . = no result given; + = active, no number. The order is random. About 3.9% of those tested had a hit in this group.

Structure	Scp-1 inhibitor	SKN-1 inh	DNMT1 block	Rpn11 inh	NadD block	STEP inh	SUMO1 PPI mod	CendR NRP1 mod	LMPTP block	MT1-MMP act inh
Cc1ccccc1NC(=O)c1cc2c(C)nc3ccccc3c2o1	-1	6	3	i	-1	0	11	-3	0.3	-1
CC(C)Oc1ccc(CC(=O)NNC(=S)Nc2ccc(Br)cc2)cc1	-8	6	-9	i	-2	-2	1	2	0.2	2
Cn1ccc(NC(=O)Nc2cccc([N+](=O)[O-])c2)n1	5	5	1	i	-1	-1	-10	-7	0.1	3
Cc1ccc(S(=O)(=O)Nc2ccc3nc(C)sc3c2)cc1	0	-8	0	i	-2	0	1	-15	1.3	-10
COc1cccc(CC2(CO)CCN(S(=O)(=O)N(C)C)CC2)c1	0	-7	-6	i	-4	0	-1	-4	0.5	-3
Cn1c(CCN2CCN(c3ccccn3)CC2)nc2cc(NS(=O)(=O)c3ccccc3)ccc21	-7	-3	-1	i	-17	3	3	-5	6.3	0
Cc1cccc(C(=O)Nc2cccc(C(=O)N/N=C/c3ccncc3)c2)c1	1	0	0	i	7	-1	-5	-1	-1.1	-2
CN(CCCCOc1ccc(F)cc1)Cc1ccccc1	-11	-3	1	i	-3	2	5	14	-1.2	2
Cc1ccc(NC(=S)NCc2cccnc2)cc1	3	2	2	i	1	-1	1	11	-1.6	-1
O=C(N[C@@H](Cc1ccccc1)C(=O)OCc1ccccc1)c1nc[nH]c1C(=O)NCc1ccccc1	-5	-4	-14	i	10	-3	4	4	1.1	4
CCCNC(=O)COCc1cc(-c2ccc3c(c2)OCO3)on1	0	-5	-3	i	-6	-2	-1	3	-2.0	-1
CCOC(=O)c1c([N+](=O)[O-])c(C)[nH]c(=O)c1C#N	-6	-16	2	i	-7	0	0	-7	-1.8	0
CCOC(=O)CNC(=O)/C(=C\c1ccc(F)cc1)NC(=O)c1ccccc1	5	2	2	i	0	-1	-5	13	-0.7	-4
CN(C)C(=O)c1cccc(-c2cnc3c(NC=O)cc(-c4ccc(N(C)C)cc4)cn23)c1	.	36*	-5	i	8	3	-16	-105	3.5	-57
CC(=O)c1ccc(-c2cnc3c(NC=O)cc(-c4ccccc4Oc4ccccc4)cn23)cc1	.	7	-11	i	24	0	-3	-10	2.3	-6
CCOC(=O)c1cc(NC(=O)N2CCCc3ccccc32)c(C)nc1C	3	-5	-1	i	-3	-6	-6	2	-0.3	4
CS(=O)(=O)c1ccc(Cl)c(NC(=O)CN2C(=O)C3CCCCC3C2=O)c1 (stereo not drawn)	-6	4	-2	i	0	1	-4	2	-0.9	0
O=[N+]([O-])c1cc(S(=O)(=O)N2CCCCC2)ccc1NCCN1CCOCC1	-7	-1	1	i	-9	-1	-4	1	-1.9	5
N#CC(OC(=O)c1ccccc1)c1ccccc1 (stereo not drawn)	-4	3	2	i	-2	2	5	7	0.9	1
O=[N+]([O-])c1ccc2c(c1)C(N1CCN(CCO)CC1)Cc1ccc(F)cc1S2 (stereo not drawn)	.	-3	-10	i	-10	2	-32	1	0.8	-1
O=C(CSc1ncn[nH]1)NCCC(c1ccccc1)c1ccccc1	0	-22	0	i	1	2	2	-5	-0.5	9
COCCCNCc1cc(C)n(-c2cc(S(=O)(=O)N3CCOCC3)ccc2N2CCCC2)c1C	-8	-12	-1	i	-4	2	-1	5	-0.6	-8
COc1cc(/C=C/C(=O)c2c(O)cc(C)oc2=O)cc(OC)c1O	-7	-4	0	i	0	-3	15	-29	-1.1	-65
O=C(CSc1ccc2nnc(-c3cccc(F)c3)n2n1)NCc1ccco1	17	6	4	i	8	-4	0	-4	0.8	-1
CCOC(=O)C1=C(C)NC(=O)NC1/C=C/c1ccccc1 (stereo not drawn)	-8	3	6	i	3	0	0	-1	-0.8	9
CCc1c(C)nc2cc(-c3ccc(Cl)cc3)[nH]n2c1=O	-7	7	2	i	2	2	6	2	0.9	-6
Cc1ccc(NC(=O)Nc2ccc(Cl)c(Cl)c2)nc1	-3	-10	18	i	-5	0	7	-8	-1.5	-9
Cc1c(NS(=O)(=O)c2ccc(C(=O)NCc3ccccc3)cc2)c(=O)n(-c2ccccc2)n1C	-1	1	4	i	2	-5	1	10	0.2	-1
CC(C)(C)NC(=O)COc1ccc2oc3c(c2c1)CCCC3	2	-18	2	i	-6	-5	20	9	-0.2	3
COc1ccc(-c2nnc3c4ccccc4c(C)nn23)cc1S(=O)(=O)N1CCN(CCO)CC1	-8	16	4	i	7	-4	23	8	1.3	-7
CN1C(=O)C2C(c3ccc(N(C)C)cc3)NN(Cc3ccccc3)C2C1=O (stereo not drawn)	2	4	-3	i	3	1	-6	-8	1.5	-2
CCOC(=O)COc1ccc(S(=O)(=O)Nc2ccc3c(c2)OCCO3)cc1	-13	-4	-4	i	-3	-2	0	-8	-0.2	4
CC(=O)Nc1cc(-c2ccc(N3CCN(C)CC3)cc2)cn2c(-c3ccccc3)cnc12	.	12	-7	i	4	2	-45	-20	-1.8	-19
O/N=C\c1cnc(N2CCN(c3ccccc3)CC2)s1	-10	0	5	i	-6	0	-10	-4	-1.2	6
COc1cccc(NC(=O)CSc2nc3ccccc3n2C)c1	-3	3	0	i	7	-3	3	2	-0.3	-4
CC(C)[C@H](NC(=O)C1CC(=O)N(c2ccc3c(c2)OCO3)C1)C(=O)NC1CCCC1 (stereo partly drawn)	34	14	32	i	4	4	1	11	2.7	-6
COC(=O)c1ccccc1NC(=O)c1cc(-c2cccs2)on1	0	-28	56*	i	-1	2	0	-3	5.0	-1
CCN(C(=O)c1cc2c(C)nc3ccccc3c2o1)c1cc(Cl)ccc1OC	1	8	-5	i	-15	-2	1	-2	3.2	-3
O=C(CN1CCN(c2ccccc2)CC1)Nc1ccc2c(c1)CCC2	1	4	2	i	2	0	-1	4	-0.7	0
O=C1NC[C@H](CCCCN2C[C@H](Cc3ccccc3)N(CCC3CCCCC3)C(=O)C2=O)N(Cc2ccccc2)C1=O	.	-2	.	.	20	.	1	-3	0.9	4
Cc1ccc(C2=NN(C(=O)c3ccco3)C(O)(C(F)(F)F)C2)cc1 (stereo not drawn)	4	-1	6	i	-1	-3	0	5	0.1	-4
Cc1ccc(S(=O)(=O)N2CCOCC2)cc1NC(=O)COC(=O)/C=C/c1ccc(F)cc1	-8	-9	-4	i	-3	-1	0	10	-1.7	-1
O=C(NCc1ccc(OC(F)(F)F)cc1)C1CC(c2ccc(C(F)(F)F)cc2)=NO1 (stereo not drawn)	-8	3	5	i	1	-2	10	0	-0.1	1
COCCC(=O)N1CCCC(C(=O)c2ccc(Oc3ccccc3)cc2)C1 (stereo not drawn)	-7	4	-1	i	-2	2	-1	-1	1.1	-2
O=S(=O)(Nc1ccc(-n2cccc2)cc1)c1ccc(F)cc1	-3	8	-2	i	-5	-3	-1	6	1.6	6
CC(OC(=O)c1ccncc1)C(=O)NC1CCCC1 (stereo not drawn)	0	1	-2	i	-5	6	3	-22	0.6	-1
Cc1ccc(NC(=O)Cn2cccc2)cc1	-1	9	1	i	7	-2	0	13	-3.0	2
CSCCC(NC(=O)c1ccccc1Br)C(=O)NNC(=O)c1ccco1 (stereo not drawn)	1	2	6	i	0	-3	4	10	-0.5	.
CCCN1CCC(NC(=S)Nc2ccc([N+](=O)[O-])cc2)CC1	-4	2	-6	i	-1	0	-22	-3	-1.5	-5
NS(=O)(=O)c1ccc(NC(=O)c2ccccc2Cl)cc1	14	-26	1	i	-6	-2	-1	5	-0.4	-5
N#Cc1c2n(c3c(=O)n(Cc4ccccc4Cl)cnc13)CCCCC2	15	-1	-2	i	0	-2	1	8	-0.4	-4
Cc1ccc(CNC(=O)CCn2cc(-c3ccc(C)cc3)nc2CCN)cc1	-7	7	-11	i	-3	3	0	0	-2.6	-1
CCC(CC)c1nnc(NC(=O)CCc2ccc(OC)cc2)s1	0	-4	-5	i	-8	1	4	-2	0.0	4
O=C(c1ccc2c(c1)OCO2)[C@@H]1[C@@H]2C(=O)N(C3CCCCC3)C(=O)[C@@H]2C2c3ccccc3C=CN21 (stereo partly drawn)	-7	7	-9	i	21	2	-8	8	3.4	-21
CCOC(=O)C1=NOC(Cn2cc(C#N)c(=O)n(C)c2=O)C1 (stereo not drawn)	3	3	2	i	1	-1	0	36*	-0.1	0
Cc1cccc(C)c1NC(=O)CSc1nnc(Cc2ccccc2)o1	-6	-6	-5	i	-4	-4	3	-9	-1.3	-3
CCOC(=O)C1(CC2CC2)CCN(C(=O)c2cc(C3CC3)nc3ccccc23)CC1	1	4	4	i	1	2	-1	-7	-0.5	.
CCNC(=O)CC1SC(=Nc2cccc(Cl)c2C)N(C)C1=O (stereo not drawn)	-6	-10	2	i	-3	-3	-4	-10	-0.8	5
COCCNC(=O)C1(C(F)(F)F)CC(CCCO)CCCO1 (stereo not drawn)	-2	-4	2	i	-9	-1	0	9	-1.3	0
Cc1ccccc1/C=C/c1nc2ccccc2c(=O)n1CCc1ccccc1	6	5	1	i	11	5	-2	40*	2.9	-5

Further results:
Structure	Scp-1 inhibitor	SKN-1 inh	DNMT1 block	Rpn11 inh	NadD block	STEP inh	SUMO1 PPI mod	CendR NRP1 mod	LMPTP block	MT1-MMP act inh
O=c1[nH]c(COc2ccc(Cl)cc2Cl)nc2ccccc12	-2	4	2	i	0	1	1	-7	-0.1	1
Cc1c(C(=O)N2CCN(S(=O)(=O)c3ccccc3)CC2)oc2ccc(Br)cc12	-24	9	-7	i	-9	2	1	6	3.2	-4
O=C(C[C@H]1C[C@H](C(=O)N2CCCCC2)[C@@]2(CCc3ccccc3)c3[nH]c4cc(-c5ccco5)ccc4c3CCN2C1=O)NCCN1CCOCC1	4	14	-36	+	9	3	-1	-58	-2.1	.
CC(C)c1ccccc1NC(=O)COC(=O)CCN1C(=O)/C(=C\C=C\c2ccccc2)SC1=S	-7	1	-3	.	22	3	-2	-102	4.3	6
CCOc1ccccc1C(=O)Nc1ccc(-n2nncc2C(C)(C)C)cc1	-3	35*	0	i	-2	5	4	0	1.0	6

Screening data as filed in PubChem BioAssay.
